Source: PubChem BioAssay
APJ antagonist: antagonists of human apelin receptor APJ, primary screen, CHO-K1 cells, beta-arrestin complementation, luminescence | P35414 | inhibition, % at 20 µM | 330,000 tested, 0.32% active | AID 2521, 2010;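 active means inhibition above about 40% at 20 µM, limit read from the data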;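 further: cells challenged with 10 nM apelin-13 agonist together with compound; plate controls were apelin-13 plus DMSO wells for no effect and DMSO wells lacking apelin-13 for full effect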
Target sequence (P35414 whole entry, looked up): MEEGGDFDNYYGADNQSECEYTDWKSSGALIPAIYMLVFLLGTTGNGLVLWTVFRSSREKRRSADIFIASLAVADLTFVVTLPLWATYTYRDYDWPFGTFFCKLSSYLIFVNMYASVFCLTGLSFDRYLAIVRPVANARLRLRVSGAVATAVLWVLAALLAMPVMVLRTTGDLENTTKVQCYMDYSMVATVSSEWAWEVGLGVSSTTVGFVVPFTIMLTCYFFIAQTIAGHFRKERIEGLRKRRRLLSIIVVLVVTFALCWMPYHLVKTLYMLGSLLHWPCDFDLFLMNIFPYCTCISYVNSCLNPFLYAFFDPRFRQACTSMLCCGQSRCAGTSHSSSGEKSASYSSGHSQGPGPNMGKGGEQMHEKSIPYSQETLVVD
tim23-1 inh: growth inhibitors of tim23-1 mutant yeast, primary screen, luminescence, uHTS | S. cerevisiae tim23-1 growth, BacTiter-Glo luminescence, 24 h | AID 463212, 2010 | inhibition, % at 20 µM | 330,000 tested, 1.3% active;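 active means growth inhibition of the mutant yeast at or above 50%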;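 further: temperature-sensitive mutant grown at 25 °C; plate controls were DMSO-treated mutant yeast for no effect and medium wells lacking yeast for full effect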
APJ ag: agonists of human apelin receptor APJ, primary screen, CHO-K1 cells, PathHunter beta-arrestin, luminescence; P35414; 0% DMSO wells, 100% apelin; activation, % at 20 µM; 330,000 tested, 0.11% active; AID 2520, 2010;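 active means activation more than six SD over the plate average, tested at 20 µM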;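 further: 0% = DMSO alone and 100% = apelin-13 at 10 nM; some results filed as inactive read as strong as hits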
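Assay system: engineered CHO-K1 APJ arrestin reporter cells; Amount: 1000 CHO-K1 reporter cells seeded per well; Dosing: one dose, 20 µM compound, 1% DMSO; Times: compound stimulation 90 min at 25 °C, detection 60 min; Measured by: luminescent beta-gal fragment complementation, chemiluminescent substrate; Read-out: APJ–arrestin association signal; Controls: DMSO vs Apelin-13 10 nM.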
UPR CHOP act: activators of apoptotic CHOP UPR arm, primary screen, cell-based, CHO-CHOP luciferase reporter, luminescence, uHTS; 330,000 tested, 0.34% active; activation, % at 10 µM; UPR activation; percent of tunicamycin response over DMSO baseline;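 active means at 10 µM dose, activation of 40% or more, normalized to positive control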;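 further: 100% = tunicamycin at 10 µg/mL and 0% = DMSO alone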
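System: CHO-CHOP luciferase reporter cell line | Buffer or medium: F12 medium containing 10% fetal bovine serum | Doses: One dose, 10 µM in 0.5% DMSO | Times: 6 h compound exposure at 37 °C after overnight seeding | Signal: Luciferase luminescence | Read-out: % activation vs tunicamycin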
Jurkat NFkB inh: inhibitors of induced NF-kB luciferase reporter, primary screen, TCR NF-kB activation inhibitor project, cell-based, luminescence, uHTS; Jurkat, PMA/ionomycin-induced NF-kB luciferase reporter; inhibition, % at 4 µM; 330,000 tested, 0.53% active; AID 435003, 2010; in the data active means inhibition above about 50%
XBP1 UPR activ: activators of adaptive XBP1 UPR arm, primary screen, cell-based, CHO-XBP1 luciferase reporter, luminescence, uHTS. AID 463104, 2010. IRE1-XBP1 UPR activation; percent of tunicamycin response, DMSO as zero. activation, % at 20 µM. 330,000 tested, 0.33% active;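 active means versus positive control, 20 µM dose yields 30% or more activation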;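 further: 100% = tunicamycin at 10 µg/mL and 0% = DMSO only wells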
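Material: CHO-XBP1 cells stably carrying IRE1-XBP1-driven luciferase reporter / Amount: 1000 cells per well / Compound: 20 µM, 1% DMSO / Times: 6 h treatment, 37 °C / Detection: luciferase luminescence / Measure: % activation of reporter signal versus tunicamycin and DMSO controls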
697 NFkB inh: inhibitors of PMA/ionomycin-induced NF-kB reporter, 697 cells, primary screen, B-cell NF-kB inhibitor project, cell-based, luminescence, uHTS. 697 B-cell NF-kB luciferase reporter, 16 h. inhibition, % at 4 µM. 330,000 tested, 0.33% active. AID 435022, 2010; in the data active means inhibition above about 35%
Mdm2 MdmX PPI: inhibitors of human Mdm2-MdmX association, primary screen, cell-based, luminescence, split luciferase, SaOS-2, uHTS. SaOS-2 split-luciferase Mdm2/MdmX complementation. inhibition, % at 8 µM. Protein Mdm4 (Homo sapiens) + E3 ubiquitin-protein ligase Mdm2 (Homo sapiens), …. 330,000 tested, 3% active;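 active means inhibition of at least 50% at 8 µM in the primary screen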
* hit, by the source's call; / = no result given.

The line under a structure holds: APJ antagonist | tim23-1 inh | APJ ag | UPR CHOP act | Jurkat NFkB inh | XBP1 UPR activ | 697 NFkB inh | Mdm2 MdmX PPI
- Cc1ccc2cc(CN(CCc3ccccc3)C(=S)NCCCN(C)C)c(=O)[nH]c2c1
  -10.5 | 7.6 | -3.3 | 2.6 | -5.6 | -1.2 | -19.6 | 46.8
- CCOc1cc(C(=S)N2CCOCC2)ccc1OS(=O)(=O)c1ccccc1[N+](=O)[O-]
  -12.9 | 28.8 | 1.1 | 0.7 | -16.8 | 0.5 | -11.9 | 25.9
- Cc1c(NC(=O)c2cc3nc(-c4ccc(Br)cc4)cc(C(F)(F)F)n3n2)c(=O)n(-c2ccccc2)n1C
  14.5 | -20.7 | -6.8 | 1.8 | 9.9 | 0.8 | 6.2 | 35.3
- CCOc1ccc(C(=O)Nc2cc(Cl)ccc2-n2cncn2)cc1OC
  -0.2 | 21.6 | -1.2 | 1.1 | -10.8 | -0.7 | 14.0 | 22.3
- COc1c2ccccc2c(OC)c2ccccc12
  -46.4 | 6.9 | 12.7 | -1.2 | -13.8 | 2.5 | -7.5 | 30.8
- O=C(CSc1nnc(SCc2ccc(Cl)cc2)s1)N1CCOCC1
  8.0 | 14.7 | -2.9 | -0.5 | 0.4 | -1.5 | 15.2 | 18.4
- CCc1[nH]nc2c1C(c1ccsc1)C(C#N)=C(N)O2 (configuration not stated)
  8.3 | 26.8 | -4.9 | -4.7 | -7.7 | -0.6 | 34.6 | 30.7
- CSCCC(NC(=O)COc1ccccc1)C(=O)OCCOc1ccc(F)cc1 (configuration not stated)
  4.9 | 24.7 | -1.3 | -0.2 | 6.4 | -1.9 | -7.6 | -6.3
- CC1CCc2nn(CC(=O)NCCN3CCOCC3)cc2C1 (configuration not stated)
  10.6 | 0.2 | -2.3 | -0.2 | 1.0 | -2.7 | 9.7 | 13.8
- COc1cc2[nH]c(C(=O)NCCc3ccccc3)cc2c(OC)c1OC
  0.8 | 17.6 | -4.0 | 0.2 | -17.6 | 3.2 | 22.8 | 19.6
- N#Cc1ccc(CN2CCN(C(=O)c3ccc(S(=O)(=O)NCc4ccco4)cc3)CC2)cc1
  -2.0 | 13.5 | -2.2 | -1.1 | 15.9 | -4.8 | -22.2 | -7.9
- Cc1ccc(C(=O)NC2CC(C)(C)NC(C)(C)C2)cc1Cl
  4.0 | -3.4 | -1.1 | -0.2 | -11.2 | 0.2 | 7.3 | -2.8
- CCCc1nnc(NC(=O)OCC)s1
  -20.7 | 1.1 | 0.5 | -0.6 | -22.4 | 0.2 | -1.1 | 3.5
- Cn1nc(C(F)(F)F)c(-c2cccc(C(F)(F)F)c2)c1NC(=O)CSCC(=O)O
  -9.1 | -2.6 | 3.1 | -1.2 | -3.7 | -2.4 | -7.3 | 6.5
- CCCc1cc(=O)[nH]c(SCc2ccccc2)n1
  0.8 | 28.6 | -2.5 | 0.7 | -2.3 | -0.3 | 3.5 | -1.4
- CC(C)(C)c1ccc(C(=O)N2CCC(C(=O)NC3CC3)CC2)cc1
  -13.4 | -9.3 | 0.3 | 3.4 | -15.2 | -1.9 | -122.1 | -0.7
- Nc1ncnc(NNC(=O)CNC(=O)c2c(F)cccc2Cl)c1[N+](=O)[O-]
  33.2 | -0.5 | -4.7 | -0.2 | -10.1 | -1.1 | 23.2 | -19.4
- CCc1cc(/C(Cc2ccc3ccccc3n2)=N\O)c(O)cc1O
  -12.7 | -2.6 | 5.6 | -3.8 | -4.1 | -1.4 | -31.0 | 8.5
- Clc1ccc(CSc2nnc(-c3ccncc3)o2)cc1
  2.4 | 3.6 | -1.8 | 1.4 | 10.6 | -0.9 | 0.3 | 40.9
- CCN(CC(=O)Nc1ccc2c(c1)OCO2)CC(=O)Nc1ccccc1C(F)(F)F
  -40.1 | 30.1 | -5.5 | -0.3 | -2.4 | -2.5 | 12.8 | 2.2
- O=C(CN1C(=O)NC2(CCCCC2)C1=O)N(Cc1ccco1)Cc1cccs1
  18.2 | 19.8 | 4.4 | 0.5 | 0.4 | 0.4 | 24.4 | 5.8
- O=C(Cn1cnc2c(nnn2-c2ccccc2)c1=O)NCC1CCCO1 (configuration not stated)
  22.4 | 6.3 | 2.9 | 0.6 | -7.0 | -5.9 | 1.5 | 10.8
- COc1ccc2[nH]c(=S)[nH]c2c1
  -6.7 | -11.9 | -7.1 | 0.4 | 14.7 | 0.7 | 13.8 | 4.6
- Cc1cccnc1NC(=O)CCNS(=O)(=O)c1ccc2c(c1)c(=O)n(C)c(=O)n2C
  4.7 | 3.3 | -2.3 | 1.7 | 1.2 | -0.6 | 13.6 | 4.7
- COc1ccccc1N/C(=N/S(=O)(=O)c1ccc(C)cc1)c1ccc(Cl)cc1
  -10.9 | 34.3 | 0.3 | 1.1 | 3.0 | -4.7 | 12.0 | 5.6
- CCCn1cnc2c(c1=O)c1nc3ccccc3nc1n2CCc1ccccc1
  9.9 | 22.9 | -6.0 | -1.4 | 9.5 | -2.3 | 19.0 | 21.9
- CC(OC(=O)CC1CCCC1)C(=O)Nc1ccc(Cl)cn1 (configuration not stated)
  22.1 | 31.2 | -6.6 | -0.2 | -3.7 | -1.1 | 10.4 | 8.5
- CCCn1c(N)c(C(=O)CSc2nnc(Cc3cccs3)n2C2CC2)c(=O)n(C)c1=O
  2.2 | -1.9 | 0.1 | 0.1 | 9.4 | -1.0 | -10.3 | 14.9
- CN(Cc1ccncc1)C1CC(=O)N(c2ccc(Cl)cc2)C1=O (configuration not stated)
  -2.3 | 9.1 | -1.3 | 1.0 | 6.8 | -3.9 | -21.9 | 11.7
- COc1ccc(-c2cc3ccc(OCC(N)=O)cc3oc2=O)cc1OC
  -4.9 | 8.1 | 5.0 | 1.8 | -21.7 | -6.1 | -31.2 | 3.1
- CC(=O)c1cccc(OCc2cc(C(=O)N3CCSCC3)no2)c1
  -35.3 | -7.4 | -6.5 | 2.8 | -126.9 | -2.3 | -148.3 | -110.7
- COc1ccc(CCNC(=O)c2cc3c(cc2Cl)N2CCCCCC2=NS3(=O)=O)cc1
  -0.8 | 11.4 | 2.7 | -0.3 | -9.2 | 1.5 | -0.2 | -5.2
- COc1ccccc1NC(=O)c1ccc(COc2ccccc2Br)o1
  11.0 | 4.6 | -3.1 | -0.7 | -1.3 | -1.5 | 0.4 | 11.7
- O=C1OCCN1C(=O)[C@H]1[C@H](c2ccccc2)C(c2ccccc2)=NN1c1ccc(Br)cc1
  / | 42.0 | / | 0.5 | / | -0.9 | 4.6 | 34.9
- O=C(OCc1nnc(-c2ccccc2)o1)c1ccc(Br)o1
  -19.9 | 16.1 | -3.6 | 2.8 | -9.3 | -4.9 | 16.8 | 25.6
- COc1ccc(C(=O)N2CCN(Cc3ccccc3)CC2)cc1[N+](=O)[O-]
  3.9 | 12.0 | -3.9 | -0.1 | 12.0 | -3.8 | 5.6 | 5.1
- CCCCN(CCCC)CC(O)COc1ccc(Br)cc1 (configuration not stated)
  4.6 | 7.7 | -4.0 | -0.2 | 2.8 | -2.5 | 22.2 | -34.8
- COCCCN1C(=O)C(O)=C(C(C)=O)C1c1ccccn1 (configuration not stated)
  -10.6 | 0.9 | 0.0 | -0.3 | 6.7 | -2.0 | 1.2 | -0.7
- COc1cc(C(=O)NCCCOC(C)C)ccc1OC1CCN(C(C)=O)CC1
  1.8 | -4.3 | -3.8 | -0.7 | -7.1 | -2.4 | -1.1 | 2.2
- Cc1nc(-c2ccccc2)c(Cc2ccccc2O)c(=O)[nH]1
  17.3 | 14.3 | -5.5 | 1.2 | 6.4 | -4.3 | -0.1 | 16.0
- COC(=O)NC1(C(F)(F)F)C(=O)Nc2c1c(=O)n(C)c(=O)n2C (configuration not stated)
  -8.5 | 1.7 | 0.1 | 0.1 | 7.9 | -2.4 | 16.7 | 13.3
- CC(C)(C)c1ccc(OCC(=O)N(Cc2cccs2)C2CCS(=O)(=O)C2)cc1 (configuration not stated)
  14.4 | 32.3 | -1.5 | 0.1 | 9.7 | -1.5 | -12.8 | 3.9
- CC(C)CNC(=O)[C@@H]1CSC2c3ccccc3C(=O)N21 (some centres not stated)
  12.6 | 13.4 | -1.0 | -0.4 | -3.6 | -2.2 | 7.2 | 11.7
- Cc1ccc(OCCOC(=O)c2cccc(S(=O)(=O)N3CC(C)OC(C)C3)c2)cc1 (configuration not stated)
  6.0 | 14.0 | -2.2 | -1.2 | -11.0 | -5.0 | 10.4 | 5.2
- O=C(NCc1ccco1)c1cc(S(=O)(=O)N2CCCC2)ccc1Cl
  17.3 | 10.8 | -5.5 | -0.7 | 8.2 | -2.9 | 9.6 | -7.7
- COc1ccc(NC(=O)NC(C)c2ccc3c(c2)OCO3)cc1OC (configuration not stated)
  14.7 | -10.1 | 1.5 | 0.4 | 8.9 | -4.5 | -15.4 | 19.9
- O=C(O)c1cc(Br)ccn1
  7.0 | -0.8 | -1.5 | -1.6 | 8.9 | 0.5 | -5.4 | 7.3
- CCCCNC(=S)NNc1c(Cl)cc(Cl)cc1Cl
  -2.0 | -14.8 | 7.7 | -0.1 | 2.4 | 1.7 | 13.7 | -3.5
- Cc1ccc(NC(=O)C2CC(=O)N(Cc3ccco3)C2)cc1 (configuration not stated)
  14.3 | -2.2 | -1.2 | 1.1 | 3.5 | -2.6 | 5.0 | 19.1
- N#Cc1cccc(NC(=O)CN2NS(=O)(=O)c3ccccc3C2=O)c1
  15.5 | 11.6 | -2.8 | -2.3 | 18.9 | -8.8 | 20.5 | 20.5
- O=C(CN1C(=O)NC2(CCCCCC2)C1=O)N1CCN(S(=O)(=O)c2ccccc2)CC1
  -1.1 | 5.0 | -1.6 | 0.0 | -5.3 | 0.9 | 1.9 | -4.9
- O=C1CS/C(=C\[N+](=O)[O-])N1c1ccccc1
  -0.7 | 20.5 | -4.4 | -1.5 | 9.2 | -2.7 | -0.2 | 3.6
- O=C(Nc1nnc(SCc2ccc(F)cc2)s1)c1cccnc1Cl
  19.1 | 11.0 | -1.3 | 0.9 | 6.4 | -2.2 | -5.1 | 30.5
- COc1cc(CC(=O)Nc2ccccc2N2CCCCC2)cc(OC)c1OC
  13.7 | 33.7 | -1.2 | -1.4 | 16.8 | -0.5 | 2.7 | 3.4
- Cc1csc(NC(=S)NC(=O)c2ccccc2)n1
  29.6 | 30.8 | -1.3 | 4.6 | -83.6 | 0.4 | -102.9 | -96.8
- Cc1cccc(N2CCN(CC(=O)Nc3ccccc3[N+](=O)[O-])CC2)c1C
  14.6 | 10.6 | -7.5 | 2.3 | 3.0 | -0.3 | 10.9 | 8.7
- CC(C)=CCC/C(C)=C/CNC(=O)C[C@H]1C[C@H](C(=O)N(C(C)C)C(C)C)[C@@]2(C)c3[nH]c4cc(-c5ccco5)ccc4c3CCN2C1=O
  / | 36.2 | / | 2.3 | / | 6.2 | 14.5 | 41.5
- CC(C)(C)c1cnnn1-c1ccc([N+](=O)[O-])cc1
  -6.1 | 16.5 | -2.6 | 1.1 | 5.0 | 1.3 | 12.8 | -15.9
- O=C(NCCc1ccccc1)c1cnc2n(c1=O)CCS2
  -5.6 | 14.6 | -3.4 | -0.1 | -42.0 | 4.5 | -43.5 | -9.0
